Glioma ERSR ind: inducers of ER stress response in human glioma cells; U87-MG GRP78 promoter luciferase reporter, 16 h; AID 602332; Potency, µM, for the others: top-dose activation, hits mostly activators; 420,000 compounds, 0.02% hits; note: potency is the fitted concentration of half-maximal effect; series mostly up to about 76 µM; % of control where 0% means no effect; nearly all actives have a fitted effect of over 35% in size
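Stably transfected U87-MG human glioma cells carrying a GRP78-based luminescent sensor were seeded at 1000 cells/well, pin-dosed with compounds and incubated 16 h. Luciferase reagent was then added, and end-point luminescence was read after 10 min at room temperature.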
PI4K2A block: inhibitors of human PI4K2A | purified PI4K2A, ADP-Glo luminescence, 1 h; stronger effect = lower value | Q9BTU6 | 420,000 compounds, 0.13% hits | activity change, negative = inhibition, % at 76.9 µM; in the data active = activity change below about -50%; inconclusive = mostly about -30% to -49%;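 note: -100% = wells without enzyme as full effect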
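In this quantitative HTS, ADP production by PI4K2A was quantified luminescently after 1 h at ambient temperature; 100 microM adenosine served as plate-quality control.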
USP1 inh: USP1/UAF1 (human) deubiquitinase inhibition | O94782 | recombinant USP1/UAF1, Ub-Rhodamine cleavage fluorescence | Potency, µM (top dose mostly 57.1 µM), for the others: at the top dose activity change, negative = inhibition, most hits filed as inhibitors | 390,000 compounds, 0.23% hits; note: potency is the fitted concentration of half-maximal effect; % is set by controls: 0 for no effect and ±100 for the full control effect; nearly all actives have a fitted effect of over 60% in size; inactives centre near -12
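High-throughput fluorogenic screen: 1nM USP1/UAF1 complex, Ub-Rho substrate 150nM final, 50mM HEPES pH 7.8 with 0.5mM EDTA, 0.1 mg/ml BSA, 1mM TCEP and 0.01% Tween-20.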
TrxR1 substrate: is turned over as a substrate by rat TrxR1 | purified TrxR1 substrate turnover, NADPH consumption readout | Potency, µM (series often up to 114 µM), inactives show at the top dose activity change, negative = substrate turnover | 390,000 compounds, 0.01% hits; note: potency is the fitted concentration of half-maximal effect; % is set by controls: 0 for no effect and ±100 for the full control effect; nearly all actives have a fitted effect of over 50% in size
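Rat TrxR1, dispensed at 90 nM, was prereduced with 400 uM NADPH (final) for 5 min at ~22 deg C, then incubated with compound 15 min before 400 uM selenite. A first-read NADPH fluorescence drop versus no-compound background flagged substrates.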
RXFP1 agonist: agonists of human relaxin receptor RXFP1 | AID 2676 | HEK293T-RXFP1 cAMP TR-FRET, 30 min; response scale: percent of porcine relaxin response, buffer zero | Q9HBX9 | 370,000 compounds, 0.3% hits | Potency, µM (highest dose often 57.5 µM), without a hit: at the highest dose activation, actives largely listed as activators; note: potency is the fitted concentration of half-maximal effect; % is set by controls: 0 for no effect and ±100 for the full control effect; nearly all actives have a fitted effect of over 60% in size; many of its hits are not listed in these tables
Target sequence (Q9HBX9 whole entry, looked up): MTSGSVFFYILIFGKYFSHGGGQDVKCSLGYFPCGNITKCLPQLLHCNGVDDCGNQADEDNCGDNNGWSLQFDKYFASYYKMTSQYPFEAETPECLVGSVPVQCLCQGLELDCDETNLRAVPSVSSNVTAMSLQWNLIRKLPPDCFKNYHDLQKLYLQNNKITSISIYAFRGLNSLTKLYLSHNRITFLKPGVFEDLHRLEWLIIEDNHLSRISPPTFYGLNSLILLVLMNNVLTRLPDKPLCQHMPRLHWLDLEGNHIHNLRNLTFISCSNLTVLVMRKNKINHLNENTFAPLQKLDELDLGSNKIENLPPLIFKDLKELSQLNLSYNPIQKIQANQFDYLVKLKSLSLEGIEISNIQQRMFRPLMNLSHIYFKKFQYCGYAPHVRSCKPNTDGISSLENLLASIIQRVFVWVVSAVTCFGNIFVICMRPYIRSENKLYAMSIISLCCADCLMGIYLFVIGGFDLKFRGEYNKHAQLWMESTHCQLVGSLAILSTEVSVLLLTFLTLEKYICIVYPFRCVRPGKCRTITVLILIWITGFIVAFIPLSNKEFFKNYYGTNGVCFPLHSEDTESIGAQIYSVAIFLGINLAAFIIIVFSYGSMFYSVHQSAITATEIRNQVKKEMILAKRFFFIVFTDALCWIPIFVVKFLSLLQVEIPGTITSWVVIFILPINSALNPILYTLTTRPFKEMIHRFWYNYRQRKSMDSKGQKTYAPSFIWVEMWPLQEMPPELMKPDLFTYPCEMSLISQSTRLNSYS
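HEK293T cells stably expressing RXFP1 were pretreated with the PDE4 inhibitor Ro 20174, exposed to compounds for 30 min at 37C, lysed, and cAMP was read by TR-FRET. Data normalized to buffer (basal) and 29 nM porcine relaxin (100%).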
Vif-A3F inh: inhibitors of Vif-A3F interaction; Potency, µM (series often up to 46.1 µM), for inactives: at the top dose activity, negative = active; AID 602313; 390,000 compounds, 0.2% hits; HeLa A3F-eYFP + Vif (tagged APOBEC3F with the HIV-1 protein that degrades it), YFP fluorescence increase; note: potency is the fitted concentration of half-maximal effect; % of control where 0% means no effect; nearly all actives have a fitted effect of over 65% in size
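HeLa cells stably expressing A3F-eYFP plus Vif, plated and incubated overnight at 37 deg C, then exposed to compounds overnight at 37 deg C. Blocked degradation read as raised yellow fluorescence (Ex 488/Em 500-530).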
Vif-A3G inh: inhibitors of Vif-APOBEC3G interaction | HeLa A3G-eYFP + Vif (tagged APOBEC3G with the HIV-1 protein that degrades it), YFP fluorescence, overnight | Potency, µM (top dose mostly 46.1 µM), inactives show at the top dose activity, negative = active, usual class: inhibitors | 410,000 compounds, 0.076% hits | AID 602310;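 note: potency is the fitted concentration of half-maximal effect; % is set by controls: 0 for no effect and ±100 for the full control effect; nearly all actives have a fitted effect of over 60% in size; hits raise eYFP signal because A3G escapes Vif-driven loss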
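HeLa cells stably expressing Vif and C-terminally eYFP-tagged A3G, seeded overnight at 37 deg C, then exposed to compound by pintool overnight at 37 deg C. Rise in yellow fluorescence (Ex 488/Em 500-530, Acumen) marks blocked Vif-driven A3G degradation.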
LDHA block: LDHA (human) enzyme inhibition; P00338; 480,000 compounds, 0.15% hits; AID 1347041; activity change, % (values are at about 110 or 230 µM); purified LDHA, NADH/diaphorase-resazurin fluorescence; stronger effect = lower value; in the data active = activity change below about -30%; inconclusive = mostly about -25% to -30%;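 note: plate controls were DMSO wells for no effect and wells without enzyme for full effect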
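Remaining NADH was detected by diaphorase (0.133 mg/mL) converting 37 µM resazurin to fluorescent resorufin, read at 0 and 20 minutes. The preceding 5-minute room-temperature reaction used 2 nM LDHA, 0.2 mM sodium pyruvate and 0.06 mM NADH at pH 7.4.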
mIDH1 inhibitor: blocks human mutant IDH1 R132H enzyme | O75874 | IDH1-R132H enzyme, NADPH consumption, diaphorase/resazurin fluorescence | Potency, µM (doses to about 76.6 µM), inactives show top-dose activity change, negative = inhibition, most hits filed as inhibitors | 390,000 compounds, 0.093% hits; note: potency is the fitted concentration of half-maximal effect; % is set by controls: 0 for no effect and ±100 for the full control effect; nearly all actives have a fitted effect of over 65% in size
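IDH1-R132H (0.5 ug/mL dispensed) in pH 7.5 Tris buffer was preincubated 30 min with compound, then given a substrate mix of 0.016 mM NADPH and 2 mM alpha-KG for 80 min at room temperature; remaining NADPH was read by diaphorase/resazurin fluorescence.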
* = called active by the depositor; ? = inconclusive; . = no result given; & = joins results of further samples; [ ] = remark or other dose. Unless noted, calls come from the whole dose curve; as a rule, active = well fitted curve in the direction sought with a large enough effect; inconclusive = small, poorly fitted or top-dose-only effect, or another doubt; inactive = no such curve, though single readings can be large; an effect the other way counts as inactive or inconclusive. An excerpt. The share of hits here may be higher or lower than overall.

Values in the order: Glioma ERSR ind, PI4K2A block, USP1 inh, TrxR1 substrate, RXFP1 agonist, Vif-A3F inh, Vif-A3G inh, LDHA block, mIDH1 inhibitor
> COc1ccccc1CCNC(=O)C(=O)NCC(c1ccco1)S(=O)(=O)c1cccs1 (configuration not stated)
→ -3.6%, -1.9, -23.3%, 3.3%[57.1 µM], 0.2%, 2.5%, 4.1%, -0.7, 2.5%
> Cn1c(SCc2n[nH]c(=S)n2-c2ccccc2)nnc1-c1ccccc1
→ -2.4%, -4.0, -22.0%, 0.8%, -3.0%, -7.9%, -1.8%, -7.3, -2.6%
> Cc1ccc(C)c(Cn2cc(S(=O)(=O)c3ccc(Cl)cc3)c(=O)c3cc(F)ccc32)c1
→ -5.2%, -2.3, 3.6%, 5.0%, 2.5%, 1.5%, -6.2%, -2.8, -7.7%
> CCC(=O)N1CCc2cc(Br)cc(S(=O)(=O)CCC(=O)NCCc3ccccc3)c21
→ -8.6%&-7.0%, 0.1&1.3, -15.0%&-17.1%, 1.6%&5.6%, 0.4%&3.9%, 3.7%&-12.2%, -1.6%&-3.2%, -0.3&-6.1, -6.1%&1.3%
> CCOC(=O)Cc1ccc(NC(=O)n2ncc3cc(Cl)ccc32)cc1
→ -9.7%, 1.2, 4.6%, -0.7%, -2.0%, 0.9%, 3.5%, 5.6, 15.8%
> Cc1ccnc(N2CCC(C(=O)Nc3ccc4c(c3)CCC4)CC2)n1
→ -2.1%, -3.8, -2.9%, -1.7%, -0.7%, 1.4%, 0.0%, 0.7, -2.2%
> Cc1oc(-c2ccoc2)nc1CN(CC1CCC(=O)N1)C(C)C (configuration not stated)
→ -0.5%, 3.6, -14.4%, 7.0%, 1.5%, 11.2%, -7.9%, -2.1, 0.0%
> NC(=O)CSc1nnc(-c2ccncc2)o1
→ -0.3%, 2.0, -4.7%, 2.2%, -0.5%, 3.1%, 1.3%, -4.3, 2.2%
> CCOCCCNc1nc2c([nH]1)c(=O)n(C)c(=O)n2C
→ -1.8%, -1.1, -12.5%, 6.0%, 4.4%, -2.8%, -0.6%, 2.7, 9.5%
> Nc1cccc([N+](=O)[O-])c1
→ -0.9%, 7.0, -9.4%, 9.0%[57.1 µM], -0.1%, -0.1%, -4.3%, 0.4, -4.0%
> Cc1ccc2oc(NC3=NC4(CCCC4)C4=C(CCCC4=O)N3)nc2c1
→ 0.0%, 0.5, ., ., ., ., -16.2%, -8.8&-0.1, .
> CC(Sc1nc2cc(Cl)ccc2s1)C(=O)Nc1ccc2c(c1)OCO2 (configuration not stated)
→ 5.8%, 1.0, -9.8%, -2.0%[57.1 µM], -0.2%, 9.9%, 0.4%, -1.9, 1.1%
> CN(C)c1ccc(C(=O)N=c2sccn2C)cc1[N+](=O)[O-]
→ 1.2%, -5.5, -26.9%, -3.2%, -0.1%, 2.9%, 0.7%, -3.1, 20.3%
> O=C(Nc1ccncc1)c1ccc(NS(=O)(=O)c2cccc(F)c2)cc1
→ -2.7%, -2.8, -17.1%, 0.6%, -0.3%, 0.0%, 0.0%, -4.9, -2.8%
> CC1=Nc2cc(C(=O)NCCc3ccc(Cl)cc3)ccc2Sc2ccc(C)cc21
→ -4.5%, 3.8, -17.8%, 1.2%, -3.6%, -1.1%, -1.8%, -4.8, -16.5%
> Cc1nc2ccc(C(=O)NCCCn3ccnc3)cn2c1N(C)CC1CCCCC1
→ -2.6%, -2.4, ., ., ., ., -1.8%, -3.0, .
> Cc1ccc(OCC(=O)NCc2ccco2)c([N+](=O)[O-])n1
→ -2.5%, 2.5, -15.8%, 6.3%[57.1 µM], 2.8%, 0.8%, -0.1%, -3.4, -3.3%
> CS(=O)(=O)Nc1ccc(C2=NN(S(C)(=O)=O)C(c3ccc4c(c3)OCO4)C2)cc1 (configuration not stated)
→ 0.9%, -0.4, -10.3%, 154.6%[activator], 3.2%, ?, ?, -3.0, -3.2%
> COc1cc(Cl)ccc1OC1(C)CCN(Cc2cccn2-c2nccs2)C1 (configuration not stated)
→ -4.5%, -4.5, ., ., ., ., -0.6%, -6.0, .
> CC(C)C1C(=O)CC(c2ccccc2)NC1c1ccccc1 (configuration not stated)
→ 2.0%, -2.6, -23.5%, 2.6%, -0.7%, -22.6%, -1.8%, -2.0, 4.1%
> O=c1ccc(/C=C/c2ccccc2)nn1Cc1ccccc1Cl
→ -4.1%, 2.4, ?, 30.5%[activator], -0.1%, -0.1%, -5.8%, 0.9, 0.0%
> Cc1cc(C)c(NC(=O)CN2C(=O)NC3(CCCCC3)C2=O)c(C)c1
→ -2.2%, 2.3, -9.2%, 6.1%, 1.0%, -2.5%, -6.4%, -3.9, 0.5%
> COc1ccc(C[C@H]2CN3C(=NC[C@@H]3Cc3ccc(O)cc3)N2CCNC(=O)c2ccc(C)c(Br)c2)cc1
→ -9.7%, -0.2, -21.7%, 7.6%[57.1 µM], -0.2%, 5.7%, 1.2%, -9.8, 1.2%
> COc1cccc(CN(C)C(=O)C(Cc2ccccc2)NC(=O)c2ccccc2)c1OC (configuration not stated)
→ -6.2%, -1.3, -13.1%, 1.1%, 1.0%, ?, -5.6%, -4.1, 8.9%
> CC(C)Oc1ccc(CN2CCCC(CO)(Cc3ccccc3)C2)cc1CO (configuration not stated)
→ -0.6%, 8.0, -7.2%, 2.1%, 0.8%, -29.8%, -0.1%, -2.8, -1.4%
> CCCc1cc(=O)oc2c(CN3CCCC3)c(O)c(Cl)cc12
→ 0.9%, -9.8, -4.5%, ., 13.3%, -1.4%, 5.3%, -11.5, 7.8%
> COc1ccc(N=N/C(C(C)=O)=C(/C)O)cc1
→ 6.3%, -1.4, -9.9%, -8.6%, 0.9%, 14.0%, 2.4%, -4.0, -0.1%
> S=c1cnc2ccccc2[nH]1
→ -7.3%, 1.4, -13.2%, -7.7%, 2.4%, 3.5%, 0.8%, -3.0, 2.8%
> Cn1c(C(=O)Nc2ccc3c(c2)OCO3)cc2c(=O)n(C)c3ccccc3c21
→ -6.4%, -1.0, -18.0%, 23.1%[57.1 µM], 14.8%, 0.1%, 3.2%, -1.5, 0.2%
> COc1cc2c(NC3CCN(C)CC3)nc(N3CCCN(C)CC3)nc2cc1OCCCCCN(C)C
→ -2.9%, ., ., 81.3%[activator], ., ., 3.1%, 10.1, .
> CCOC(=O)Cn1c(CN2CCOCC2)nc2c1c(=O)[nH]c(=O)n2C
→ -3.0%, -1.3, -19.5%, 0.2%[57.1 µM], -1.3%, 3.0%, -0.7%, -6.8, -4.2%
> O=C1/C(=C/c2ccc(Cl)cc2)NC(=S)N1Cc1cccnc1
→ 3.2%, -0.3, -27.4%, -2.8%[57.1 µM], -0.4%, 2.1%, -4.7%, -10.9, 5.0%
> CC(C)N1CC(O)=C(c2nc3ccccc3[nH]2)C1=N
→ 4.1%, -2.3, -18.4%, -9.4%, -2.3%, -0.8%, 1.3%, 2.9, -0.5%
> COc1ccc2cc3cc(C(=O)NCCN4CCc5ccccc5C4)oc3nc2c1
→ -5.1%, 2.7, -11.5%, 411.8%[activator], -0.4%, 6.8%, 7.5%, 3.8, 2.3%
> CCC(CO)Oc1cc(NCc2cc(C)cc(C)c2)c2ncn(C(C)C)c2c1 (configuration not stated)
→ -3.1%, -7.4, -33.9%, -11.1%[57.1 µM], ., -12.6%, -10.1%, 17.7, ?
> COc1ccc(C(=O)CSc2nccn2C)c(OC)c1
→ -5.2%, 1.8, -15.1%, -0.2%, 1.3%, 3.6%, 1.6%, -4.9, 7.3%
> Cn1c(SCC(=O)N2CC(=O)Nc3ccccc32)nnc1C(F)(F)F
→ -2.4%, -0.7, -14.0%, 5.7%, 2.1%, 9.2%, -0.8%, 0.9, 3.3%
> COc1ccc2nc(SCC(N)=O)[nH]c2c1
→ -1.6%, 1.1, -19.4%, -3.9%, -1.4%, -4.6%, 0.6%, 2.7, 9.9%
> O=C1/C(=C\c2cccc([N+](=O)[O-])c2O)SC(=S)N1Cc1ccccc1
→ -3.2%, -10.3, ?, -3.2%, -2.2%, -2.9%, 7.0%, 4.4, 2.4%
> Cc1cc(NC(=O)CSc2nc(C(C)C)nc3c2c(=O)n(C)c(=O)n3C)no1
→ -1.6%, -1.6, -13.1%, 2.9%[57.1 µM], 5.4%, -6.4%, 4.0%, -5.8, -7.2%
> C=CCSc1nc2[nH]ncc2c(=O)[nH]1
→ -3.0%, 0.5, -8.7%, 4.7%, 0.8%, ?, -8.1%, -2.9, 0.4%
> CCC(C)NC(=S)Nc1ccc(C(=O)OC)cc1 (configuration not stated)
→ 6.7%, 3.3, -5.4%, -21.6%[57.1 µM], 0.3%, 11.2%, 3.8%, -3.5, 10.1%
> Cc1csc(NC(=O)Nc2cccc(Cl)c2)n1
→ 1.8%, -0.4, -3.7%, 5.1%, 0.9%, -7.6%, -6.9%, -4.8, 5.1%
> CC(=O)N1CCC(N(Cc2ccc(C)o2)C(=O)Nc2ccccc2F)CC1
→ -0.1%, -0.5, -8.1%, 1.5%, 0.8%, 2.7%, -1.5%, -0.9, 5.2%
> CCOc1ccc(N(CC(=O)N2CCCC2)S(=O)(=O)c2ccc(F)cc2)cc1
→ -2.5%, 0.4, -0.5%, -0.3%, 0.1%, -5.1%, -0.2%, -4.1, -0.8%
